Source: PubChem (The Scripps Research Institute Molecular Screening Center)
CTSL1 counter = cathepsin L1 inhibition, PFM18AAP counter-screen | recombinant F. hepatica cathepsin L1, Z-Leu-Arg-MCA fluorescence | hit rate 0.49% among 300,000 | inhibition, % at 5.96 µM;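 active = inhibition above the mean of all tested compounds plus 3 SD, set per screening campaign, cut at about 17% in these data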;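 note: 0% = plate median of test compound wells and 100% = 1 µM Z-Phe-Ala-diazomethylketone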
TPT1 inh = C. albicans TPT1 enzyme inhibition | recombinant caTPT1, FP RNA substrate dephosphorylation | inhibition, % at 5 µM | hit rate 0.81% among 300,000;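 active = inhibition above the mean of all tested compounds plus 3 SD, set per screening campaign, cut at about 24% in these data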;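 note: plate controls were DMSO alone for no effect and ferristatin control at 100 nM for full effect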
PAFAH2 FP inh = PAFAH2 (human) inhibition. hit rate 0.99% among 340,000. Q99487. AID 492956. recombinant PAFAH2, FP-rhodamine activity probe, fluorescence polarization. inhibition, % at 3.39 µM;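 active = inhibition above the mean over all tested compounds plus 3 SD, cut at about 30% in these data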;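 note: inhibitors block probe labeling of enzyme so polarization drops; 0% = enzyme with DMSO and 100% = wells lacking PAFAH2 protein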
proCasp3 act = procaspase-3 (human) activation; P42574; recombinant procaspase-3 D3A, Ac-DEVD-pNA absorbance 405 nm; activation, % at 8.5 µM; hit rate 0.11% among 330,000;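 active = activation above the mean of all tested compounds plus 3 SD, cut at about 21% in these data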;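 note: 0% = DMSO alone and 100% = DMSO wells spiked with extra 5 µM PC-3 D3A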
Target sequence (P42574 whole entry D9A/D28A/D175A): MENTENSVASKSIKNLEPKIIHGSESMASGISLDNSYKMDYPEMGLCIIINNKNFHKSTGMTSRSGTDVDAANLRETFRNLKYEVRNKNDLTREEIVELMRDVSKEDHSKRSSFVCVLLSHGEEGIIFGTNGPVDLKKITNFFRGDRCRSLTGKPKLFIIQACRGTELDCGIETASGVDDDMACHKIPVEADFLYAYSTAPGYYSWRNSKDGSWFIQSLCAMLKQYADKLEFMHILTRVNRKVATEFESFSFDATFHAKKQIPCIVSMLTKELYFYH
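Evaluation: percent activation relative to control range; Material: Procaspase-3 D3A mutant, all three cleavage aspartates alanine; Compound: single dose, 8.5 µM nominal compound, 0.8% DMSO; Replication: one well per compound; Signal: absorbance at 405 nm, 0 and 120 min; Schedule: 1 h preincubation plus 2 h reaction at 25 °C.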
AHR act = activators of human aryl hydrocarbon receptor; AID 2796; P35869; AHR-responsive luciferase reporter cells, luminescence; activation, % at 5 µM; hit rate 2.5% among 320,000; in the data active = activation above about 47%;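 note: 0% = vehicle wells and 100% = reference agonist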
HCV core dimer = blocks dimerization of HCV core protein; inhibition, % at 5 µM; TR-FRET GST/Flag-core106 dimerization, 1536-well; hit rate 0.33% among 300,000;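 active = inhibition above the mean of all tested compounds plus 3 SD, set per screening campaign, cut at about 45% in these data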
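System: GST-tagged and Flag-tagged HCV core protein residues 1-106 / Input: core106 proteins, GST 13.5 nM and Flag 17 nM / Buffer or medium: KF-containing HEPES buffer, pH 7.45, DTT, CHAPS, BSA / Probe or stimulus: Eu-anti-GST and XL665-anti-Flag labelled anti-tag antibodies / Schedule: 4 h, 22.5 °C incubation / Technique: TR-FRET 671 and 617 nm emission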
PP1 inh = PP1-alpha (human) inhibition in PP5 counter-screen; AID 2235; P62136; purified PP1alpha, OMFP fluorescence; hit rate 0.9% among 320,000; inhibition, % at 6.7 µM;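 active = inhibition above the mean inhibition of all tested compounds plus 3 SD, computed separately for each screening campaign, cut at about 15% in these data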
procasp7 counter = counter-screen for procaspase-3 activators: activators of human procaspase-7 | P55210 | hit rate 0.093% among 330,000 | recombinant procaspase-7, Ac-DEVD-pNA absorbance 405 nm; D23A/D198A/D206A triple mutant, cannot self-cleave; scale: DMSO 0, 5 µM enzyme 100 | activation, % at 8.5 µM;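 active = percent activation above the screen-wide mean plus 3 SD, cut at about 25% in these data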
Target sequence (P55210 whole entry D23A/D198A/D206A): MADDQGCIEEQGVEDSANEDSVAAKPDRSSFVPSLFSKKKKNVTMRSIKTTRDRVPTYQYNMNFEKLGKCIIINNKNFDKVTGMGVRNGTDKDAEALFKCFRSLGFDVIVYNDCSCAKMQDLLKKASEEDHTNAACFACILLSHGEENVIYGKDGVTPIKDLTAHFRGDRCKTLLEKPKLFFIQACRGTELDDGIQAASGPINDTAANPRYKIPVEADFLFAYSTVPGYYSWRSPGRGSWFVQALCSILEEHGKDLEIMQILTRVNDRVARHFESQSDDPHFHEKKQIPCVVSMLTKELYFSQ
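Assay system: Uncleavable procaspase-7 mutant enzyme; Input: 2 µM procaspase-7 mutant as dispensed; Also added: DEVD-pNA substrate; Medium: Zinc-free HEPES pH 7.4 with 300 mM NaCl, 0.01% Triton X-100; Timing: 1 h compound preincubation, 2 h substrate cleavage, 25 °C; Measured by: Epi-absorbance of released pNA at 405 nm, two timepoints.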
PP5 primary = PP5 (human) phosphatase inhibition; purified PP5c, OMFP substrate fluorescence; inhibition, % at 6.7 µM; AID 1987; P53041; hit rate 0.18% among 320,000;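 active = inhibition above the campaign's mean inhibition across all tested compounds plus 3 SD, cut at about 9.5% in these data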;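 note: 0% = DMSO only and 100% = 100 µM cantharidin control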
Target sequence (P53041 whole entry, looked up): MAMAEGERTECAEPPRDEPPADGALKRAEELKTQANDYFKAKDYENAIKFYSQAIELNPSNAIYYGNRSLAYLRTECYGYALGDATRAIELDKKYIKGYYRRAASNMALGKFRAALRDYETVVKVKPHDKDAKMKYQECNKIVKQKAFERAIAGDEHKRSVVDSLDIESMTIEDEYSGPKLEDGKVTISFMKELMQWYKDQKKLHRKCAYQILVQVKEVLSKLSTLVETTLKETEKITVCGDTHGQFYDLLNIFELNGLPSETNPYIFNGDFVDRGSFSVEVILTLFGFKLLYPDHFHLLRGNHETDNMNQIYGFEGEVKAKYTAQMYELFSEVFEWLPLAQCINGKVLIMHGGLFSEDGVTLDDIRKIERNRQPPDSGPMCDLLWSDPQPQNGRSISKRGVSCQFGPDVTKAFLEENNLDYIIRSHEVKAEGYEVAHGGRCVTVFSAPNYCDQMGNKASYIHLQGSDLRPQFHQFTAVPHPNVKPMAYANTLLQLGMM
Starred values were filed as active, the others as inactive; . = no result given.

Each structure is followed by: CTSL1 counter, TPT1 inh, PAFAH2 FP inh, proCasp3 act, AHR act, HCV core dimer, PP1 inh, procasp7 counter, PP5 primary
CCCOc1ccc(S(=O)(=O)N2C(=O)CC(=O)N(Cc3ccc(OCC)cc3)C2=O)cc1
    6, 9, ., -10, 1, 12, -2, 1, -2.9
CC(C)OCCCNC(=O)Cn1ccc2cc(S(=O)(=O)N3CCCCC3)ccc21
    3, -1, -1, 5, 1, -1, 6, 6, -1.4
CC(C)n1nnnc1-c1cccc(Cl)c1
    -3, -2, 4, -8, -4, -4, 0, 2, 3.0
Cc1oc2c(c(C)cc3oc(=O)c(CC(=O)N[C@@H](C)C(=O)O)c(C)c32)c1C
    0, -4, -1, 1, 1, 5, -1, 9, 0.7
CC(C)N1CCC2(CC1)Oc1ccc(Br)cc1C1CC(c3cccnc3)=NN12 (configuration not stated)
    0, 4, 2, -17, 37, -5, -2, -4, 1.5
Cn1c(=O)n(C)c2cc(/C=N/NC(=O)c3ccncc3)ccc21
    6, -2, ., 0, 6, -1, 0, 7, -0.6
COCCCNC(=O)CSc1ccc(Cl)cc1
    -1, -1, -9, 7, -1, 1, -2, 5, 5.2
C=CCn1c(NC(=O)c2ccc(Br)o2)c(S(=O)(=O)c2ccccc2)c2nc3ccccc3nc21
    10, 19, 25, -4, 4, 13, -1, -16, 3.2
COc1ccc(/C=C(\C#N)C(=O)Nc2ccc3[nH]c(=O)[nH]c3c2)cc1
    0, -2, -4, 0, 1, -19, -2, -6, 2.2
O=C(C[C@@H]1C/C=C/CCCC(=O)O[C@H](c2ccccc2)CNC1=O)NCCO
    ., ., 6, 12, -2, ., ., 7, .
Fc1ccc(-c2nc3ccccc3c3nc4ccccc4n23)cc1
    -3, -1, 6, 5, 5, 0, 1, 7, -0.8
O=S(=O)(c1ccc(-c2ccon2)s1)N1CCCC1
    -2, 0, 4, 1, -3, 0, -1, 7, 0.3
COC(=O)c1ccc(NC(=O)Cc2ccccc2)cc1
    -2, -4, -1, 2, -1, -7, -3, 15, 1.2
O=C(c1ccccc1)N1CCCCC(Sc2nnnn2-c2ccccc2)C1=O (configuration not stated)
    0, 0, 4, 5, 1, -1, 3, 2, 0.7
Cc1cccc(N(C(=O)c2ccc(CN3CCOCC3)o2)C(C(=O)NC(C)(C)C)c2ccc(F)cc2)c1 (configuration not stated)
    1, 2, -2, 9, 5, 0, 0, 8, 3.2
CC1CCN(c2ccc(/C=N\Nc3nncn3N)cc2[N+](=O)[O-])CC1
    -7, 1, 4, -10, 1, 2, 7, -19, 3.9
Cc1cc2oc(=O)cc(CN3CCC(C)CC3)c2c(C)c1Cl
    2, -2, 6, 8, 4, -5, -3, 2, 0.8
O=C(Nc1nc(=O)n(C(=O)C2CC2)s1)c1ccccc1
    -2, -2, 4, -16, 2, -2, -3, -14, -0.2
COC(=O)c1ccc(NC(=O)Cn2nnc(-c3cccs3)n2)cc1
    -2, 1, -4, 6, 4, -3, -1, 0, -0.7
CCOc1ccc(S(=O)(=O)N2CCN=C2Cc2ccccc2)cc1C
    -1, 0, -8, -1, 3, 3, 2, 2, 1.1
Cc1nc2cc3c(cc2s1)OCO3
    1, -2, 5, -1, 0, -6, -3, 9, 2.1
Cc1oc(-c2cccc(Cl)c2)nc1CS(=O)(=O)CC(=O)NCCN1CCCC1
    90*, 2, -4, 5, -2, 6, -4, 1, 2.4
O=C(NCC1CCCO1)c1cc([N+](=O)[O-])ccc1N1CCC(Cc2ccccc2)CC1 (configuration not stated)
    ., ., 1, 11, 1, ., 4, 13, 3.9
CC1(C)CC(=O)C(C2NCCc3ccccc32)=C(O)C1 (configuration not stated)
    -4, -4, 4, 3, 1, -1, 3, -3, 2.6
C/C(=N\N1CCN(C2c3ccccc3-c3ccccc32)CC1)c1cccnc1
    2, -2, 2, 1, 4, 2, -1, -1, 0.6
O=C(c1cc2ccccc2c(=O)o1)N1CCc2ccccc2C1
    4, -3, 2, 4, 15, -3, 1, 6, 2.5
N#CCc1c(C#N)c(N)nc(N2CCCC(CO)C2)c1C#N (configuration not stated)
    3, 2, 2, -8, 0, 0, 1, -23, -0.3
COC(=O)Cc1c(C)c2ccc(OCC(=O)NC3CCS(=O)(=O)C3)cc2oc1=O (configuration not stated)
    -3, 0, 1, -2, -1, 0, -3, 2, -2.2
Cc1ccc(OCC(=O)Nc2ccc3c(c2)OCO3)c([N+](=O)[O-])n1
    -1, -2, -4, 12, 40, 7, -5, 5, -0.6
CCN(CC)S(=O)(=O)c1cc(NC(=O)C(C)OC(=O)c2[nH]c(C)c(C(C)=O)c2C)ccc1C (configuration not stated)
    -10, -1, -6, 6, 2, 1, 1, -5, 0.6
O=C(Nc1ccc(NC(=O)C2CCCN2C(=O)OCc2ccccc2)cc1)c1ccco1 (configuration not stated)
    -1, 4, -9, -1, -2, 2, -4, 3, 1.8
CNC(=S)N/N=C/c1c(C)nn(-c2ccccc2)c1Cl
    6, -2, 0, 2, -12, 6, -2, 1, 2.3
CCN(CC)CC(O)CN(c1ccccc1)S(=O)(=O)c1ccc2ccccc2c1 (configuration not stated)
    6, 3, 8, -2, 0, 2, -2, 0, 5.7
O=C(Nc1ccccc1)N(CCCN1CCOCC1)Cc1ccccc1F
    1, -5, -2, 1, 0, 0, -3, 12, -2.0
O=C(NCc1ccco1)c1ccc(S(=O)(=O)N2CCOCC2)cc1
    0, -2, 10, -4, 2, 48*, 5, 4, 2.6
CS(=O)(=O)Nc1nnc(Cc2ccccc2)s1
    1, 1, 13, -2, 3, 4, 0, -9, 1.3
Cc1ccccc1-c1cc(-c2ccccc2O)on1
    -1, -1, -2, 1, 73*, -1, 0, 4, 4.0
Cc1nn(CC(=O)Nc2ccc3c(c2)nc(CN2CCCCC2)n3C)c(=O)c2ccccc12
    -3, 2, -1, 5, -2, -7, 0, 8, 2.9
CC(OC(=O)c1ccc(NS(=O)(=O)c2ccc3[nH]c(=O)[nH]c3c2)cc1)C(=O)Nc1ccc(Cl)cc1 (configuration not stated)
    2, 0, -28, 4, -2, 6, -5, 8, 1.2
Cc1coc2cc3oc(=O)c(CCC(=O)NCCCN4CCCC4=O)c(C)c3cc12
    -2, -6, -4, 4, -1, 3, -3, 4, 1.4
CCC(C)C(=O)Nc1nnc(SCC(=O)NC(C)(C)C)s1 (configuration not stated)
    -6, 1, 7, 4, 5, 6, -2, 11, -2.0
O=c1ccc2cc(S(=O)(=O)NCCCc3ccccc3)ccc2[nH]1
    2, -7, 9, -2, 2, 4, 3, -1, 1.0
O=C(O)c1cccc2c1C(=O)c1ccc(N3CCCCC3)cc1S2(=O)=O
    ., ., 1, -3, -2, ., -2, 0, -2.0
O=C(CSCc1ccc([N+](=O)[O-])cc1)N/N=C/c1ccncc1
    2, 2, 4, 4, 5, -3, 0, 6, -0.4
CC(C)NC(=O)CSCc1cccc(Br)c1
    0, -2, 3, 8, -1, -2, -7, -1, 1.2
O=S(=O)(NCc1ccco1)c1ccc(Cl)cc1Cl
    1, -6, -6, 10, -2, 3, 1, -7, 3.3
COc1ccc(C(=O)C(C)Oc2cccc(NC(=O)c3cccc([N+](=O)[O-])c3)c2)cc1 (configuration not stated)
    1, 0, -26, 3, 3, 13, 1, 3, 3.8
O=C(CCS(=O)(=O)c1ccc2c(c1)NC(=O)CS2)NCc1ccccc1Cl
    -2, -1, 3, -2, 2, -3, 0, -3, 3.0
Cc1ccc(OCCC(=O)NCCc2ccc(S(N)(=O)=O)cc2)cc1
    -3, 0, 2, 6, -2, 5, -3, -4, 1.9
Cc1cccc(C(=O)N2CCCC(N3CCN(Cc4ccc5c(c4)OCO5)CC3)C2)n1 (configuration not stated)
    -10, 2, 3, -5, 2, -12, -8, 3, 1.9
CCN(CC(=O)Nc1ccc2c(c1)OCCO2)C(=O)/C=C/c1cccc(Br)c1
    11, 0, 5, 3, 2, 2, -2, -8, 1.8
N#CCCN=C(NS(=O)(=O)c1ccccc1)c1ccccc1
    3, 1, 6, -8, 1, -20, 2, 0, -0.1
O=C(Nc1ccccc1C(=O)N1CCCCC1)C1CCCCC1
    0, -2, 0, -3, 2, -3, -4, -5, -0.7
O=S(=O)(c1ccccc1)N(Cc1ccccn1)Cc1ccccn1
    -2, -5, 1, 1, 2, -10, 4, 6, 3.2
O=[N+]([O-])c1ccc2c(c1)nc1n2CCN(c2ccccc2)C1
    7, -1, -5, -5, -8, 20, -1, 3, 0.2
CC(=O)c1ccc(OCCCC(=O)N2CCN(S(=O)(=O)c3cc(C)ccc3C)CC2)cc1
    2, -3, 5, -11, 0, 4, -5, 6, 1.6
COc1ccc(-c2csc(NC(=O)Nc3ccccc3)n2)cc1
    -3, 3, 7, 1, 3, 3, 2, 5, -0.2
CCOC(=O)N1CCN(C/C(C)=C/c2ccccc2)CC1
    1, 1, 2, 1, -2, -3, -2, 8, -1.4
CN1CCN(c2ccc(C(CC(N)=O)NC(=O)Cc3cccc4ccccc34)cc2[N+](=O)[O-])CC1 (configuration not stated)
    -1, -2, -7, -2, -2, -8, -3, 5, 1.1
CCc1nnc(SCC(=O)Nc2ccc(NC(C)=O)cc2)n1-n1cccc1
    -1, -6, -6, -5, 0, -7, 0, 8, -2.1

Next results follow.
Each structure is followed by: CTSL1 counter, TPT1 inh, PAFAH2 FP inh, proCasp3 act, AHR act, HCV core dimer, PP1 inh, procasp7 counter, PP5 primary
CCc1ccc(CN(C)Cc2nc(-c3cccc(Cl)c3)no2)nc1
    -3, -1, 0, 4, 3, -4, 7, 2, 5.3
CCCc1cc(C(N)=O)c(NC(=O)c2cc(C)on2)s1
    5, 10, 4, -5, 1, 3, 3, -8, 4.0
COc1cc(NC(=O)CSCc2cnn(-c3ccccc3)c2-n2cccc2)cc(OC)c1
    -7, -1, 3, -2, 6, 8, 11, 20, 6.5
Cc1ccc(NC(=O)c2cccc(OCc3c(C)noc3C)c2)cc1
    2, -4, -4, 4, -3, 5, -2, 0, 1.6
CC(C)CNC(=O)c1cccc(Cn2cc(Cl)cn2)c1
    4, 3, -1, -6, 7, -1, -4, 6, -2.1
Cc1cccc(CN2CCC(N3CC(C)OC(C)C3)CC2)c1 (configuration not stated)
    -2, 4, -3, -9, 2, -5, -1, 13, 1.0
O=C(Nc1cccc(Br)c1)c1ccc(CN2CCc3ccccc3C2)cc1
    5, 2, -26, -1, 0, 5, 5, 8, 7.1

Some entries already given, reduced to PP1 inh and proCasp3 act.
SMILES	PP1 inh	proCasp3 act
CCCc1cc(C(N)=O)c(NC(=O)c2cc(C)on2)s1	3	-5
COc1cc(NC(=O)CSCc2cnn(-c3ccccc3)c2-n2cccc2)cc(OC)c1	11	-2
Cc1ccc(NC(=O)c2cccc(OCc3c(C)noc3C)c2)cc1	-2	4
CC(C)CNC(=O)c1cccc(Cn2cc(Cl)cn2)c1	-4	-6
Cc1cccc(CN2CCC(N3CC(C)OC(C)C3)CC2)c1 (configuration not stated)	-1	-9
